# Source: PubChem BioAssay (several laboratories)
# ROMK mod – modulators of human ROMK potassium channel. B-score at 10 µM. P48048. 130,000 compounds, 2% hits. Tet-inducible ROMK, thallium flux fluorescence; actives lie on both sides;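 active means signal ratio slope over the read window, or its plate-corrected B-score, at least 3 SD from the plate mean, either direction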;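 further: B-score of the F/F0 ratio slope over 7 to 12 s after thallium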
# Target sequence (P48048 whole entry, looked up): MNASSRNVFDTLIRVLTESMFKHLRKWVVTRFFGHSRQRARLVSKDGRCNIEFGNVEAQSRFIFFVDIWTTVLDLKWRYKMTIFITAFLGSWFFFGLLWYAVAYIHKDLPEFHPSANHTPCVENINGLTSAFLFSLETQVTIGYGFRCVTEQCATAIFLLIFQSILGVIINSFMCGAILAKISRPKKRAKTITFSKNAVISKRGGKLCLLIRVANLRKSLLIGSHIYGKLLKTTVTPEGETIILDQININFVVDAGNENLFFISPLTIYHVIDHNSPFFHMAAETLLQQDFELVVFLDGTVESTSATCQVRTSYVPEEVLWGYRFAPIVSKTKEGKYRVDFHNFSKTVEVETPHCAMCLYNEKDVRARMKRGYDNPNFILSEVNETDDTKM
# STAT1 blocker – reduces IFN-gamma driven STAT1 reporter signal; AID 920; NIH 3T3 STAT1-luciferase reporter, luminescence; 200,000 compounds, 0.35% hits; inhibition, % at 5.5 µM;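 active means inhibition above a set limit, the mean inhibition across all tested compounds plus 3 SD, cut at about 34% in these data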;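 further: 0% = IFN-gamma with DMSO and 100% = IFN-gamma with 300 µM nifuroxazide; values of inactives mirror those of a sister screen read the other way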
# APP 5'UTR act – APP 5'UTR luciferase reporter activation; SH-SY5Y APP 5'UTR luciferase reporter, luminescence; zero percent = DMSO vehicle wells; 190,000 compounds, 1% hits; activation, % at 2 µM;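 active means activation above a set limit, based on mean plus 3 SD of controls, cut at about 140% in these data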; further: values of inactives mirror those of a sister screen read the other way
# STAT1 act – STAT1 signaling activation | activation (% of control), % at 5.5 µM | NIH 3T3 STAT1-luciferase reporter, IFN-gamma, luminescence; 100% = IFN-gamma alone, no compound | AID 932 | 200,000 compounds, 2.6% hits;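 active means activation above the screen-wide mean activation plus 3 SD, cut at about 130% in these data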;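 further: raw ratio to IFN-gamma control signal so 100% means no change and 0% no light; values of inactives mirror those of a sister screen read the other way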
# FLuc inhib CS – inhibits firefly luciferase, flagging false hits in luciferase inhibition screens. P08659. ATPLite firefly luciferase biochemical luminescence, 10 min. inhibition, % at 10 µM. 200,000 compounds, 1.5% hits;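 active means inhibition above about 50% when tested at 10 µM, limit read from the data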
# Target sequence (P08659 whole entry, looked up): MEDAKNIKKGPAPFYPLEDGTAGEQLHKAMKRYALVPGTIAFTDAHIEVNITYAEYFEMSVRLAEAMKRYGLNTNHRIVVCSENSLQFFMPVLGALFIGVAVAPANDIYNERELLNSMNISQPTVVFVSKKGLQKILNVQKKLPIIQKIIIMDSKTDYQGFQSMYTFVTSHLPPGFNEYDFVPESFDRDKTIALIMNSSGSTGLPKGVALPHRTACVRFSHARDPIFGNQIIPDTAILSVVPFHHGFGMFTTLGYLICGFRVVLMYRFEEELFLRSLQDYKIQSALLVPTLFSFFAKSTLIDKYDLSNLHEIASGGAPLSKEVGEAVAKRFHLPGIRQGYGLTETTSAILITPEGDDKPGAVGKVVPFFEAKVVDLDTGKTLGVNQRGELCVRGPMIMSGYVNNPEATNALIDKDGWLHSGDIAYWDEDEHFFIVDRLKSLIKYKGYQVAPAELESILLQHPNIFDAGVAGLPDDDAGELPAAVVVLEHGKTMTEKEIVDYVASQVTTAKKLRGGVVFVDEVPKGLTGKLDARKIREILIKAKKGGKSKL
# STAT3 act – activators of IL-6 induced STAT3 signaling | U3A cells, IL-6 STAT3-luciferase reporter, luminescence; 100% = signal with IL-6 EC80 alone | activation (% of control), % at 5.6 µM | 190,000 compounds, 0.91% hits | AID 871;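 active means activation above the screen-wide mean of compound activation plus 3 SD, cut at about 130% in these data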;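 further: 0% = background luminescence of wells with medium and substrate only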
#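 System – human U3A cells carrying STAT3-luciferase construct · Probe or stimulus – Interleukin-6, 33 ng/mL · Schedule – compound 1 h, then IL-6 6 h at 37 °C · Signal – luminescence from STAT3-driven luciferase reporter · Evaluation – percent of IL-6-only median luminescence · Benchmarks – IL-6-only high control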
# FLuc stim CS – firefly luciferase counter-screen for stimulation assays. ATPlite luciferase biochemical, luminescence, 10 min; 0 = ATP-free wells, 1 = DMSO control. 200,000 tested, under 10 active. AID 1027. activation factor at 10 µM. P08659;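 active means luciferase activation factor, scaled between plate controls, of at least 2 with compound at 10 µM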
#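 assay system = Luciferase/luciferin detection reagent, cell-free biochemical luciferase assay | also added = ATP substrate | times = 10 min post-reagent at room temperature | measured by = luminescence from luciferase reaction | measure = luciferase activation, seen as luminescence increase over controls | benchmarks = low control with PBS replacing ATP, high control enzyme plus ATP without compound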
# STAT3 inh – STAT3 signaling inhibition; 190,000 compounds, 0.89% hits; U3A cells, IL-6 STAT3-luciferase reporter, luminescence; host cell line lacks STAT1; inhibition, % at 5.5 µM;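 active means inhibition above the mean inhibition across all screened compounds plus 3 SD, cut at about 44% in these data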;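 further: 0% = DMSO only wells and 100% = 100 µM nifuroxazide control wells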
# APP 5UTR inh – APP translation inhibition; SH-SY5Y APP 5'UTR-luciferase reporter, luminescence; AID 1285; inhibition, % at 2 µM; 190,000 compounds, 0.82% hits;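 active means inhibition above a set limit, derived from the sample mean plus 3 SD, cut at about 45% in these data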; further: values of inactives mirror those of a sister screen read the other way
# NF-kB expr up – NF-kB expression increase, human neuronal cells; AID 1239; NF-kB reporter expression; hits give high values; fold change at 12.5 µM; 190,000 compounds, 1.6% hits; in the data active means fold change above about 3.3
# * = called active by the depositor; / = no result given.
canonical_smiles	STAT1 blocker	ROMK mod	STAT3 inh	FLuc stim CS	FLuc inhib CS	STAT1 act	NF-kB expr up	STAT3 act	APP 5'UTR act	APP 5UTR inh
Cc1ccc(Nc2nc(Oc3ccc(OCc4ccccc4)nn3)nc(N3CCOCC3)n2)cc1	1	/	4	1	-3	99	0.75	99	-9	9
CNC(=O)Nc1cc(C(C)(C)C)no1	-1	/	6	1	-1	100	1	99	15	-15
O=C(Cn1nc(Cl)nc1Cl)Nc1ccccc1	8	0.87	28	1	0	93	1	81	15	-15
CCCC(C)NS(=O)(=O)c1ccc(OC)c(C)c1 (stereo unspecified)	2	0.51	-5	1.1	-9	98	1.1	104	-11	11
CC(=O)N1N=C(c2ccccc2)OC12CCCC2	-1	-0.67	0	1.1	-6	99	1.1	102	17	-17
Cc1ccc2nnc(Cl)n2n1	3	/	-7	1.1	-7	97	1.1	106	6	-6
Cc1ccc(S(=O)(=O)N2CCCC2C(=O)O)s1 (stereo unspecified)	-4	0.14	1	1.1	-10	104	1.1	100	20	-20
Cc1nc(-c2cccc(Br)c2)ccc1C(=O)O	-3	-0.48	2	1	0	101	1.1	104	-4	4
CC(=O)N(C(C)=O)c1ncc2c([nH]c3ccccc32)c1C#N	-12	/	13	1.1	-6	111	0.82	93	14	-14
CCC(=O)OCCCCCCOc1ccc(C(=O)O)cc1	-1	/	-11	1.1	-5	101	0.98	114	/	/
O=C(NCc1ccccn1)c1cn(Cc2ccccc2)nn1	7	0.91	-7	1	0	94	1.3	107	4	-4
CC(c1ccccc1)C1CC(=O)N(Cc2ccccc2)C1=O (stereo unspecified)	0	-0.19	0	1	-2	98	1.2	104	16	-16
COc1ccc(S(=O)(=O)N(C)CC(=O)Nc2cccc(C(C)=O)c2)cc1Cl	1	-1.3	1	1.1	-5	105	1.1	99	/	/
O=C1CCC([N+](=O)[O-])C(c2ccc(Cl)cc2Cl)N1 (stereo unspecified)	7	0.3	-1	1.1	-6	94	1.1	101	-5	5
CCN1CCN(CNC(=O)c2cnccn2)CC1	1	/	8	1.1	-6	99	1.2	97	6	-6
COc1ccc(C(=O)N/N=C2\SCC(=O)N2Cc2ccc3c(c2)OCO3)c(OC)c1	-3	/	-5	1.2	-20	103	1.3	104	0	0
CN(C)c1ccc(P(=O)(OCc2ccccc2)C(O)c2ccncc2)cc1 (stereo unspecified)	6	/	-4	1.1	-6	94	1.4	107	2	-2
C/C(=C\c1ccccc1)CN1CCC(C(=O)N2CCC(C)CC2)CC1	9	/	15	1.1	-12	91	1.1	88	21	-21
COc1cc(/C=C2/SC(=S)N(c3ccccc3)C2=O)ccc1Oc1nc(N2CCOCC2)nc(N2CCOCC2)n1	9	0.26	4	1.1	-8	92	0.96	99	0	0
COc1cc(C2=NOC(C(=O)N3CCN(c4ccc(F)cc4)CC3)C2)cc(OC)c1OC (stereo unspecified)	4	/	8	1	-1	96	0.77	101	15	-15
C/C(=N\N=C1\NC(=O)C(CC(=O)NCc2ccccc2)S1)C(C)C (stereo unspecified)	-6	0.55	-1	1.1	-8	106	1.1	103	21	-21
CC(C)c1nc2sc3c(=O)n(N)cnc3c2c2c1COC(C)(C)C2	4	/	2	1	-1	96	1.1	101	24	-24
CCOC(=O)c1c(N)sc(C(=O)N(C)C)c1CN1CCOCC1	-4	-0.22	-6	1	-2	104	1.2	103	-13	13
O=C(CSc1nc2ccccc2o1)N1CCN(c2ccc(Cl)cc2)CC1	8	-0.52	6	1	2	92	1.3	95	0	0
COC(=O)c1ccc(N2CCCCC2)c(NS(=O)(=O)c2ccc(C)cc2)c1	2	-0.068	9	1.1	-5	98	0.95	98	3	-3
NC(=O)CSc1nnc(-c2cccc(S(=O)(=O)N3CCOCC3)c2)n1C1CCCCCC1	0	1.6	4	1.1	-8	100	1	97	-2	2
CC1CCC2(CC1)NC(=O)N(CC(=O)c1ccc[nH]1)C2=O (stereo unspecified)	2	-0.45	10	1.1	-8	98	1	96	16	-16
CCN1CCN(C(c2cccs2)C(C)NS(=O)(=O)c2ccc(C)cc2)CC1 (stereo unspecified)	2	0.073	9	1	-3	98	1.4	96	0	0
CCN(CC)CCOCCOc1ccccc1F	3	0.51	2	1	0	97	0.95	104	2	-2
CCNc1nnc(CSc2nc3ccccc3s2)s1	-20	-0.8	-26	1	0	118	1.1	124	33	-33
COC(=O)c1ccc(NC(=O)CSc2nnc(C(C)NC(=O)c3ccccc3Cl)n2C)cc1 (stereo unspecified)	-9	/	-10	1.1	-6	108	1	113	-6	6
O=C(CSc1cccc[n+]1[O-])c1ccccc1Br	-15	0.98	-1	1.1	-11	111	0.96	102	8	-8
CCCOc1ccc(S(=O)(=O)NCCCN2CCOCC2)c2ccccc12	4	-1.3	10	1	2	96	1.2	94	-2	2
Cc1c(N(CC(=O)O)S(=O)(=O)c2ccccc2)c(=O)n(-c2ccccc2)n1C	-8	-0.51	-5	1.1	-5	106	1.3	106	17	-17
COc1ccc([N+](=O)[O-])cc1NC(=O)CCN1CCN(c2ccccc2)CC1	6	0.52	-2	1	2	94	1.3	104	30	-30
CC1CN(CC(=O)Nc2ccc([N+](=O)[O-])cc2Br)CC(C)O1 (stereo unspecified)	-6	-1.6	6	1.1	-8	104	1.1	101	6	-6
O=C(c1cccs1)N(c1ccc(Br)cc1)C1C=CS(=O)(=O)C1 (stereo unspecified)	8	0.042	2	1	0	92	1.1	99	-3	3
Cc1cc(C)cc(OCC(=O)NCc2nc(-c3ccccc3)no2)c1	-4	/	0	1	1	104	1.1	104	1	-1
O=C(O)CCCCCN1C(=O)CCC1=O	0	0.56	5	1.1	-5	100	1.1	102	-1	1
CCOC(=O)N1CCN(C2CC(=O)N(c3ccc(C)cc3)C2=O)CC1 (stereo unspecified)	-2	0.78	2	1	-3	102	1.3	102	-5	5

# Quoted from the listing (12 entries):
canonical_smiles	STAT1 blocker	ROMK mod	STAT3 inh	FLuc stim CS	FLuc inhib CS	STAT1 act	NF-kB expr up	STAT3 act	APP 5'UTR act	APP 5UTR inh
CCN(CC)CCOCCOc1ccccc1F	3	0.51	2	1	0	97	0.95	104	2	-2
CCNc1nnc(CSc2nc3ccccc3s2)s1	-20	-0.8	-26	1	0	118	1.1	124	33	-33
COC(=O)c1ccc(NC(=O)CSc2nnc(C(C)NC(=O)c3ccccc3Cl)n2C)cc1 (stereo unspecified)	-9	/	-10	1.1	-6	108	1	113	-6	6
O=C(CSc1cccc[n+]1[O-])c1ccccc1Br	-15	0.98	-1	1.1	-11	111	0.96	102	8	-8
CCCOc1ccc(S(=O)(=O)NCCCN2CCOCC2)c2ccccc12	4	-1.3	10	1	2	96	1.2	94	-2	2
Cc1c(N(CC(=O)O)S(=O)(=O)c2ccccc2)c(=O)n(-c2ccccc2)n1C	-8	-0.51	-5	1.1	-5	106	1.3	106	17	-17
COc1ccc([N+](=O)[O-])cc1NC(=O)CCN1CCN(c2ccccc2)CC1	6	0.52	-2	1	2	94	1.3	104	30	-30
CC1CN(CC(=O)Nc2ccc([N+](=O)[O-])cc2Br)CC(C)O1 (stereo unspecified)	-6	-1.6	6	1.1	-8	104	1.1	101	6	-6
O=C(c1cccs1)N(c1ccc(Br)cc1)C1C=CS(=O)(=O)C1 (stereo unspecified)	8	0.042	2	1	0	92	1.1	99	-3	3
Cc1cc(C)cc(OCC(=O)NCc2nc(-c3ccccc3)no2)c1	-4	/	0	1	1	104	1.1	104	1	-1
O=C(O)CCCCCN1C(=O)CCC1=O	0	0.56	5	1.1	-5	100	1.1	102	-1	1
CCOC(=O)N1CCN(C2CC(=O)N(c3ccc(C)cc3)C2=O)CC1 (stereo unspecified)	-2	0.78	2	1	-3	102	1.3	102	-5	5

# New compounds follow.
canonical_smiles	STAT1 blocker	ROMK mod	STAT3 inh	FLuc stim CS	FLuc inhib CS	STAT1 act	NF-kB expr up	STAT3 act	APP 5'UTR act	APP 5UTR inh
C=CCNC(=O)c1onc(CSc2ccccc2C)c1C(=O)O	0	/	2	1.1	-6	100	1.1	100	-6	6
CCOc1ccc(OCc2ccc(C(=O)Nc3cccnc3)o2)cc1	-26	/	2	0.9	5	124	1.1	102	108	-108
CC(C)Oc1ccc2c3c(c(=O)oc2c1)CCC3	-9	/	17	0.9	6	108	1.8	89	8	-8
O=c1oc2ccccc2c(O)c1C=NCc1ccccn1	-5	0.39	10	0.8	17	105	1.1	94	14	-14
O=S1(=O)CCN(C(CCO)c2cccc(C(F)(F)F)c2)CC1 (stereo unspecified)	-2	0.045	3	1	-3	102	1.2	101	12	-12
O=c1[nH]c(CN2CCCCC2)nc2c1C1(CCCC1)Cc1ccccc1-2	8	0.38	14	/	/	89	/	92	18	-18
O=C1CCCN1CCC1CCN(C2CC(=O)N(Cc3ccc(N4CCCC4=O)cc3)C2=O)CC1 (stereo unspecified)	8	1.1	9	1	-5	91	1.1	95	/	-23
C/C(N)=C(/C#N)C(=O)COC(=O)c1cc(C)n(-c2ccc(F)cc2)c1C	-58	/	-3	1	1	154*	1.9	106	19	-19
CCN(CC)S(=O)(=O)c1ccc2oc(C(=O)NCc3ccc(C)cc3)c(C)c2c1	6	0.068	12	1.1	-9	95	0.51	90	5	-5
COc1cccc(-c2csc(NC(=O)C3CC3)n2)c1	-15	/	5	0.9	7	114	3.1	100	63	-63
COc1cccc(/C=N/NC(=O)c2ccc(COc3ccc(Cl)cc3Cl)o2)c1	20	/	-5	1	0	82	1.2	110	1	-1
Cc1ccc2nc(NCc3ccco3)c(C=NCc3ccco3)c(=O)n2c1	-10	/	17	1	-2	109	1.5	91	20	-20
CCOC(=O)c1nn(-c2ccc(Cl)cc2)c2nnc(Cc3ccccc3)c(=O)n12	7	1	16	1	0	93	1.2	89	23	-23
O=C(NC1CCCCC1)C(c1ccc(F)cc1)N(C(=O)Cc1ccsc1)c1ccc(F)cc1 (stereo unspecified)	-15	/	2	1	-2	114	1.1	108	11	-11
O=C(N/N=C\c1ccc(OCC(=O)N2CCCC2)cc1)C(=O)Nc1ccccc1F	5	0.023	5	1.1	-5	95	0.84	94	0	0
CC1=C(C#N)C(Nc2cccc(C)n2)(C(F)(F)F)C(=O)N1 (stereo unspecified)	10	0.9	2	1	1	91	0.96	102	2	-2
COc1c(Br)cc(Br)cc1/C=C1/C(=O)N=C(N)N1C	1	-2.6	5	1.1	-10	100	0.96	97	1	-1
COC(=O)c1ccc2c(=O)n(CC3CCCO3)c(SCC(=O)Nc3ccccc3Cl)nc2c1 (stereo unspecified)	0	/	-4	1	1	100	1.1	111	-6	6
